# cardiac RTF act = cardiac RTF calcium sensitization; P19429+P45379; IANBD-labeled TnC RTF fluorescence at EC20 calcium; 0% EC20 calcium, 100% full calcium; activation, % at 7.2 µM; 340,000 compounds, 0.24% hits; AID 493008;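 active means activation above the mean over all tested compounds plus 3 SD, cut at about 30% in these data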;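 further: rise in fluorescence read as greater calcium sensitivity of cardiac thin filaments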
# CAL PDZ FP-1 = inhibitors of human CAL PDZ peptide binding; Q9HD26; purified CAL PDZ, TMR-peptide fluorescence polarization, 1 h; inhibition, % at 20 µM; 330,000 compounds, 0.02% hits; AID 504414;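 active means highest replicate inhibition of at least 40%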;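 further: plate controls were DMSO neutral control wells for no effect and unlabeled competitor peptide control wells for full effect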
#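 Read-out basis: mP drop reported as inhibition | Assay system: Tagged CAL PDZ protein CerCALP, purified | Benchmarks: Unlabelled peptide for full inhibition, DMSO wells as neutral | Schedule: 1 h incubation at room temperature before polarization reading | Buffer or medium: Sodium phosphate/NaCl buffer pH 7.4 with TCEP, IgG, Thesit | Doses: Single point, 20 µM | Measured by: Fluorescence polarization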
# Wnt act = Wnt/beta-catenin pathway activation; Wnt/beta-catenin reporter cell assay, activator, plate reader; activation, % at 9.35 µM; AID 743398; 300,000 compounds, 1.2% hits; in the data active means activation above about 30%, passing the limit was not always enough;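 further: 0% = neutral control wells and 100% = positive control wells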
# CAL PDZ FP-2 = inhibitors of human CAL PDZ peptide binding; 300,000 compounds, 0.92% hits; purified CAL PDZ, TMR-peptide fluorescence polarization, 1 h; inhibition, % at 24.9 µM; AID 602252;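 active means mean inhibition of at least 30% with at least half of replicates also reaching 30%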;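 further: 0% = DMSO neutral control and 100% = excess unlabeled competitor peptide PRC23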
# V-ATPase pH = regulators of yeast V-ATPase proton transport | S. cerevisiae, pHLuorin cytosolic pH fluorescence | response, % at 10 µM | 350,000 compounds, 0.37% hits; in the data active means response mostly above about 7.3%, no sharp cut-off; inactive means mostly below about 5.4%; further: actives read high; inactives centre near 0; some compounds called inactive have numbers as strong as hits
# Tat export inh = blocks Tat-dependent protein export in E. coli | E. coli MC4100 TorA-mCherry Tat export, fluorescence | inhibition, % at 10 µM | 340,000 compounds, 0.036% hits;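 active means mean replicate inhibition at least 50% and at least half of replicates individually reaching 50%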;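 further: exported cargo escapes ClpAP degradation while cytoplasmic cargo is degraded and loses fluorescence; 0% = median of neutral control wells and 100% = median of NaSCN control wells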
# MITF act = MITF TRPM1 promoter activation in melanoma cells; activation, % at 12.5 µM; SK-MEL-5 TRPM1-promoter luciferase, 24 h; % of positive control, neutral wells = 0; 300,000 compounds, 0.75% hits;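 active means mean activation of at least 80% with every replicate also reaching 80%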;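 further: 0% = neutral control wells and 100% = parthenolide positive control wells; values of inactives mirror those of a sister screen read the other way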
# dFosB act = enhances mouse delta FosB homodimer DNA binding | P13346 | purified delta FosB, TAMRA-CDK5 oligo fluorescence polarization; percent of positive-control signal above neutral wells | activation, % at 25 µM | 340,000 compounds, 0.99% hits;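 active means mean activation above about 17%, with every replicate also reaching it, limit read from the data, passing the limit was not always enough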;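 further: fluorescence polarization rise as delta FosB binds a TAMRA Cdk5 AP-1 oligo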
# Target sequence (P13346 whole entry, looked up): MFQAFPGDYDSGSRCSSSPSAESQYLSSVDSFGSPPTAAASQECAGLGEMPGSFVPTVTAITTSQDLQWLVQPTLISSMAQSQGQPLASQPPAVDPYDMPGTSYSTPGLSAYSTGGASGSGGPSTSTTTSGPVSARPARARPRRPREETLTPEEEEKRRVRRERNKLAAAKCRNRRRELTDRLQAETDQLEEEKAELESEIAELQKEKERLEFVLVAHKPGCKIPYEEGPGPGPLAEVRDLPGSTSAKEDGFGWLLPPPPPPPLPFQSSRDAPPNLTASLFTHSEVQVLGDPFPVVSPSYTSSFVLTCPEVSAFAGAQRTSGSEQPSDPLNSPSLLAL
# Rtt109 HAT inh = inhibitors of Candida albicans Rtt109/Vps75 histone acetyltransferase. 330,000 compounds, 0.16% hits. inhibition, % at 34.9 µM. Q5AAJ8. purified Rtt109/Vps75, ThioGlo CoA-SH fluorescence, 4 h. AID 540336;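 active means inhibition of at least 50% in every replicate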
# CDK5 p35 inh = CDK5/p35 (human) kinase inhibition. inhibition, % at 10 µM. 330,000 compounds, 0.01% hits. Q00535+Q15078. Recombinant CDK5/p35, ADP-Glo luminescence, 60 min. AID 488839;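 active means highest replicate inhibition of at least 50% and at least 75% of replicates reaching 50%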;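 further: plate controls were DMSO neutral control for no effect and GW8510 at 10 µM for full effect; many of its hits are not listed in these tables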
# Target sequence (Q00535 whole entry, looked up): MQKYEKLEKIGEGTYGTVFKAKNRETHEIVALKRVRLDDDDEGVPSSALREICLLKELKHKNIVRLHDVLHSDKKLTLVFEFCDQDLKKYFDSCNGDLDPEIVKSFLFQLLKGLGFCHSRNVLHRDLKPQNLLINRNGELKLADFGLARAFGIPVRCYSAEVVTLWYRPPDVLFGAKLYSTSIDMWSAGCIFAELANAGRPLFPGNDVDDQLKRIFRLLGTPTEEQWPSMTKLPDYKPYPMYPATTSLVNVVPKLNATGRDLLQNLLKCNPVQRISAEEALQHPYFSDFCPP
# Target sequence (Q15078 whole entry, looked up): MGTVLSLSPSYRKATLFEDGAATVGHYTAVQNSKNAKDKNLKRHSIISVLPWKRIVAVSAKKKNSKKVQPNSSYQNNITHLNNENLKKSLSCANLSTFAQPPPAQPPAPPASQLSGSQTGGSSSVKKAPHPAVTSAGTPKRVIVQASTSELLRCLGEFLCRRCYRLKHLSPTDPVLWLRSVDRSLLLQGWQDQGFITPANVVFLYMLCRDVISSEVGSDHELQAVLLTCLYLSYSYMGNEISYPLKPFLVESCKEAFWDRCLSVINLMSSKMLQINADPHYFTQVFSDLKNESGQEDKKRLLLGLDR
# * = called active by the depositor; . = no result given; & = joins results of further samples. Outcome played no part in choosing rows; about 4.1% have a hit in one of these screens.
SMILES,cardiac RTF act,CAL PDZ FP-1,Wnt act,CAL PDZ FP-2,V-ATPase pH,Tat export inh,MITF act,dFosB act,Rtt109 HAT inh,CDK5 p35 inh
COc1ccccc1P(=O)(Cc1ccccc1[N+](=O)[O-])c1ccccc1 (stereo unspecified),-4,-3.1,0,-1,-1,-10,2,1,2,0.4
COc1ccc(/C=C2\SC(=S)N(CCCC(=O)Nc3cccc(C(=O)O)c3)C2=O)cc1OC,9,-1.6,-3,-4,6,3,-10,-10,15,-0.6
COc1ccc2c(=O)c3ccccc3oc2c1,4,-0.7,2,-1,-3,-4,104*,-39,1,0.9
N#CC(=C1CCCC1)c1nc(-c2ccccc2O)cs1,-5,0.8,.,-2,-3,0,68,-6,-11,-0.7
CC(=O)N1CCc2cc(C(=O)CN3CCC(C)CC3)ccc21,0,0.5,2,-1,1,-7,-13,0,7,-0.2
CC(C1CC1)N(C(=O)c1ccccc1O)c1ccccc1 (stereo unspecified),6,-1.1,-4,-1,0,-9,.,-5,-2,1.4
Cc1ccc(-c2cc(-c3ccccc3)nc(N)c2C#N)o1,5,-0.8,2,-5,-1,2,-4,-14,-24,1.3
O=C1CC(c2ccc(Cl)cc2)n2nc(N3C(=O)CCC3=O)nc2N1 (stereo unspecified),-5,-2.5,-3,-3,2,0,1,-5,13,0.2
COc1ccc(-n2c(SCC(=O)Nc3sc4c(c3C#N)CCCC4)nnc2-c2ccccc2OC)cc1,-4,.,.,-1,-2,5,-9,5,4,-0.1
CC[n+]1c(/C=C(\C)OC)sc2ccccc21,-5,-1.0,-2,-5,0,-8,2,-5,-2,-2.3
CCn1c(=NC(=O)c2cccc(N3C(=O)CCC3=O)c2)sc2c(C)ccc(OC)c21,1,-7.8,0,-2,-2,3,20,0,-2,-0.2
O=C(OCc1nnc(-c2ccccc2)o1)c1ccc2c(c1)OCCO2,-4,-1.7,.,-1,-2,-2,29,-3,8,-1.5
Cc1ccc(CNC(=O)C2CCC(=O)N2Cc2ccccc2Cl)cc1 (stereo unspecified),10,0.1,4,-7,1,-5,10,-5,2,0.6
O=c1oc2ccccc2c2c1ccc1ccccc12,1,-2.8,-2,-5,0,-3,6,-59,3,-0.4
C=CCc1ccc(OCCCCNC(C)CC)c(OC)c1 (stereo unspecified),3,0.6,.,-3,0,44,13,1,6,-1.2
Cc1onc(C(=O)NN)c1C(=O)Nc1ncc(C(F)(F)F)cc1Cl,11,-1.1,0,-3,2,-4,3,-22,-14,-0.2
CCOc1ccc(N(CC(=O)NCCSCc2ccccc2)S(=O)(=O)c2ccccc2)cc1,0,-0.9,0,0,0,-1,-16,-4,-2,0.6
C=CCOc1c(CNc2ncn[nH]2)cccc1OCC,-2,-0.5,0,1,3,-5,-3,1,-18,-0.9
COc1ccc(OC)c(S(=O)(=O)N/N=C\c2ccc3c(c2)OCO3)c1,4,-1.6,11,-4,-1,-3,43,2,2,1.2
CCN1CCN(C(=O)CN2C(=O)c3ccccc3S2(=O)=O)CC1,-1,-2.2,0,-1,-1,-5,1,4,10,0.0

# Twelve compounds from above, sorted by SMILES length, low to high.
SMILES,cardiac RTF act,CAL PDZ FP-1,Wnt act,CAL PDZ FP-2,V-ATPase pH,Tat export inh,MITF act,dFosB act,Rtt109 HAT inh,CDK5 p35 inh
O=c1oc2ccccc2c2c1ccc1ccccc12,1,-2.8,-2,-5,0,-3,6,-59,3,-0.4
C=CCOc1c(CNc2ncn[nH]2)cccc1OCC,-2,-0.5,0,1,3,-5,-3,1,-18,-0.9
Cc1ccc(-c2cc(-c3ccccc3)nc(N)c2C#N)o1,5,-0.8,2,-5,-1,2,-4,-14,-24,1.3
CC(=O)N1CCc2cc(C(=O)CN3CCC(C)CC3)ccc21,0,0.5,2,-1,1,-7,-13,0,7,-0.2
Cc1ccc(CNC(=O)C2CCC(=O)N2Cc2ccccc2Cl)cc1 (stereo unspecified),10,0.1,4,-7,1,-5,10,-5,2,0.6
O=C(OCc1nnc(-c2ccccc2)o1)c1ccc2c(c1)OCCO2,-4,-1.7,.,-1,-2,-2,29,-3,8,-1.5
Cc1onc(C(=O)NN)c1C(=O)Nc1ncc(C(F)(F)F)cc1Cl,11,-1.1,0,-3,2,-4,3,-22,-14,-0.2
O=C1CC(c2ccc(Cl)cc2)n2nc(N3C(=O)CCC3=O)nc2N1 (stereo unspecified),-5,-2.5,-3,-3,2,0,1,-5,13,0.2
COc1ccc(OC)c(S(=O)(=O)N/N=C\c2ccc3c(c2)OCO3)c1,4,-1.6,11,-4,-1,-3,43,2,2,1.2
CCOc1ccc(N(CC(=O)NCCSCc2ccccc2)S(=O)(=O)c2ccccc2)cc1,0,-0.9,0,0,0,-1,-16,-4,-2,0.6
CCn1c(=NC(=O)c2cccc(N3C(=O)CCC3=O)c2)sc2c(C)ccc(OC)c21,1,-7.8,0,-2,-2,3,20,0,-2,-0.2
COc1ccc(/C=C2\SC(=S)N(CCCC(=O)Nc3cccc(C(=O)O)c3)C2=O)cc1OC,9,-1.6,-3,-4,6,3,-10,-10,15,-0.6

# Remaining list, next part.
SMILES,cardiac RTF act,CAL PDZ FP-1,Wnt act,CAL PDZ FP-2,V-ATPase pH,Tat export inh,MITF act,dFosB act,Rtt109 HAT inh,CDK5 p35 inh
Oc1ccc2ccccc2c1-c1sc(Nc2ccccc2)n[n+]1-c1ccc(F)cc1,3,0.6,-1,-5,-3,-2,-2,10,-3,-1.9
CCCCNC(=S)Nc1cccc2cnccc12,0,-0.1,-4,15,0,-1,-11,-4,5,3.0
COc1cc(C(=O)NCCOc2cc(C)cc(C)c2)cc(OC)c1OC,3,-0.6,-1,-4,-2,0,-13,0,1,-0.2
CCOc1ccccc1NC(=O)CC(O)(C(F)(F)F)C(F)(F)F,2,-3.3,0,-6,3,3,.,8,.,0.0
CC/C(C)=N/Nc1nc2c(c(=O)[nH]c(=O)n2C)n1CCc1ccccc1,6,-1.6,-1,3,3,-1,2,-19,21,-2.7
COc1cccc(NC(=O)CN(C)C(=O)c2ccc(NC(=O)CC3SC(N4CCCC4)=NC3=O)cc2)c1 (stereo unspecified),7,0.0,5,-2,2,1,.,-16,10,-1.0
O=C(COc1cccc(Br)c1)N/N=C1\CCSC1,5,0.3,-1,1,-1,-3,2,-9,5,-0.2
Cc1cc(C)c(S(=O)(=O)Nc2ccc(OCC(=O)O)cc2)c(C)c1,2,-1.2,0,43*,4,4,-1,1,-15,-3.4
CCOC(=O)N1CCC(NC(=O)c2ccc(Cl)cc2)CC1,1,-0.2,3,7,-2,5,.,2,0,0.2
COc1nc(-c2ccc(Cl)cc2Cl)nc2ccccc12,5,-0.4,4,-4,2,-4,.,-6,-3,1.2
O=C(CO)N/N=C/c1ccc(Cl)cc1,7,-1.3,.,-2,-3,-1,3,5,3,-1.3
CC(C)NC(=O)CC1C(=O)NCCN1CC(c1ccccc1)c1ccccc1 (stereo unspecified),9,-4.3,0,-2,3,-1,0,-3,-10,-4.2
CC(=O)Oc1ccc(/C=C(\NC(=O)c2ccco2)C(=O)Nc2ccc(C(C)=O)cc2)cc1,-4,-0.7,2,9,1,2,3,-4,-2,1.4
Cc1c(C(=O)OCC(=O)Nc2ccccc2OC(F)F)cccc1[N+](=O)[O-],-4,-1.0,-3,-5,2,4,-9,-6,0,-4.6
CN(c1cccc(NC(=O)CN(c2ccc(C34CC5CC(CC(C5)C3)C4)cc2)S(C)(=O)=O)c1)S(C)(=O)=O,6,-1.7,.,4,-1,3,-11,-19,-3,-1.6
CCN(CC)C(=O)C(C)N(C#N)c1nc(NC(C)C)nc(NC(C)C)n1 (stereo unspecified),5,-3.5,.,-3,3,3,.,1,.,-0.5
Cc1cccc(N2CC34C=CC(O3)C(C(=O)O)C4C2=O)c1 (stereo unspecified),-1,-1.3,.,0,-1,3,-6,3,.,0.2
O=C1CCCc2c1cc(-c1ccccc1)n2-c1ccc(O)cc1,0,-3.1,1,-3,-1,4,2,-4,13,-0.1
CC(=O)/C(=N/Nc1ccccc1)Sc1nnc(C(O)c2ccccc2)n1-c1ccccc1 (stereo unspecified),-5,-3.1,-2,1,1,3,9,-7,57*,-0.1
C=CCNC(=S)NNC(=O)c1ccncc1,2,-0.3,-2,.,3,1,3,-2,-2,1.2
COc1ccc(Cc2nnc3c4cnn(C)c4ncn23)cc1,2,-1.5,5,-2,0,-4,-3,-2,6,-1.3
CCOc1ccc(C(=O)c2ccc([N+](=O)[O-])cc2Cl)cc1,8,0.4,-2,8,0,-8,-3,-8,8,0.9
CC(=O)Nc1ccc(S(=O)(=O)Nc2nc3ccccc3nc2Nc2cccc(O)c2)cc1,2,-1.8,1,-3,2,5,-5,-7,-7,-1.5
Cc1ccc2c(c1)N(CC(=O)N1CCN(c3ccccc3)CC1)C(=O)C(C)O2 (stereo unspecified),4,-1.8,1,-1,-4,-2,-1,-4,0,-1.1
COc1ccc2[nH]c(CN3CCN(CCC(C)C)C(CCO)C3)c(C)c2c1 (stereo unspecified),2,0.1,-3,.,3,-6,0,-7,-1,0.9
COc1ccccc1CNC(=O)Cn1cnc2ccccc2c1=O,-7,-1.7,-2,-2,-4,-4,-11,2,-11,0.8
Cc1ccc(OCC(=O)N2CCN(C(=O)c3cccnc3)CC2)cc1,-4,-0.2,-4,-1,-1,-3,0,2,-23,-0.5
Oc1ccc(C(c2nnnn2CCc2ccccc2)N2CCN(c3nc4ccccc4s3)CC2)cc1 (stereo unspecified),-4,-1.0,1,7,2,3,-19,-13,10,2.8
Cc1nnc(SCC(=O)O)o1,2,-1.7,-1,1,-1,-15,-4,1,-4,-1.1
CCCn1nc(NS(=O)(=O)c2ccccc2)c2cc3ccccc3nc21,3,-1.0,-3,58*,-2,2,.,1,0,-0.3
O=C(NCCCN1CCCC1)c1cccc(N2CCCC2=O)c1,-2,-0.3,.,-3,-2,-6,1,-3,3,0.2
CCCCOc1ccc(OCCCN2CCOCC2)cc1,-1,0.3,-6&0,-2,-1,0,2,1,-3,-0.1
CC1CC(C)CN(C(=O)Cn2nnc(-c3ccccc3)n2)C1 (stereo unspecified),1,-0.8,-2,0,2,13,7,-4,-3,-7.0
Cn1c(SCC(=O)N2CCN(S(=O)(=O)c3ccccc3)CC2)nc2ccccc21,0,0.0,-2,.,2,0,-18,-8,-10,-0.4
CC(=O)Oc1ccc(-c2nc3cc(Cl)ccc3c(=O)o2)cc1,-3,1.4,-2,-1,0,-10,.,-15,-7,-0.1
CCOc1ccccc1NC(=O)CSc1nnc(-c2ccco2)o1,5,-0.3,.,-2,-1,-4,-15,2,2,-1.1
C=CCN1C=C2C(=O)C(C)(OC(=O)CCC(=O)OC)C(=O)C=C2C=C1C1CC1 (stereo unspecified),3,-0.1,-2,-1,-1,-8,2,-2,4,0.6
